TDP1 block: blocks human tyrosyl-DNA phosphodiesterase 1 | Q9NUW8 | recombinant TDP1, AlphaScreen DNA substrate cleavage | Potency, µM (series often up to 130 µM), inactives show top-dose activity change, negative = inhibition, hits mostly inhibitors | 0.28% of 350,000 active; note: nearly all actives have a fitted effect of over 40% in size
Target sequence (Q9NUW8 whole entry, looked up): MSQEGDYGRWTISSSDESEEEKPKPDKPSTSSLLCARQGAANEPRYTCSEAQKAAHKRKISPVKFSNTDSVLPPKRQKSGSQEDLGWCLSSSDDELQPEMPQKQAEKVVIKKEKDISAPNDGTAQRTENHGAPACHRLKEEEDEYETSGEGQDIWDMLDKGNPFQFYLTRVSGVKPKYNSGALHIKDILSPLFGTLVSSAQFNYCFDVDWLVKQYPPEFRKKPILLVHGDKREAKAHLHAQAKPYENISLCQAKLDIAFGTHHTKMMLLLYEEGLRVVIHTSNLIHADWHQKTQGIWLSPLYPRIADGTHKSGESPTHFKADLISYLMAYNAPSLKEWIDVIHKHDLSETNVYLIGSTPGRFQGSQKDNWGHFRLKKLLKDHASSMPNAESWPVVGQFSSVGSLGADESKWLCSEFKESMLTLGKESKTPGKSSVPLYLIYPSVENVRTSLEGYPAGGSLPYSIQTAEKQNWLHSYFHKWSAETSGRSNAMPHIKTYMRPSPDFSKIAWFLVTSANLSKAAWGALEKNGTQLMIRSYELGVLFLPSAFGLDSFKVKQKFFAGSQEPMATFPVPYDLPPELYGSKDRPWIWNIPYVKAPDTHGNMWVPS
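Signal: AlphaScreen proximity between streptavidin donor and anti-FITC acceptor beads on intact substrate. Reaction: Tdp1 1 nM, substrate 15 nM final, 5 min RT after 15 min compound preincubation.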
TDP1 cell noCPT: qHTS for Inhibitors of human tyrosyl-DNA phosphodiesterase 1 (TDP1): qHTS in cells in absence of CPT. DT40 Tdp1-/- hTDP1 cells, no CPT, ATP luminescence, 48 h. AID 686978, 2013. Potency, µM (series often up to 46.2 µM), inactives show at the highest dose activity change, negative = growth inhibition, hits mostly inhibitors. 15% of 420,000 active; note: nearly all actives have a fitted effect of over 55% in size
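Chicken DT40 Tdp1-/- cells complemented with human TDP1, screened without camptothecin (DMSO vehicle only), 400 cells/well. Compounds pin-transferred, cells incubated at 37 °C for at least 48 hr. Growth read as ATP-dependent luminescence (CellTiter-Glo, 30 min at RT).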
TDP1 cell CPT: growth inhibition of DT40 Tdp1-/-;hTDP1 cells with camptothecin (screen for TDP1 inhibitors) | Potency, µM (series often up to 46.2 µM), without a hit: at the highest dose activity change, negative = growth inhibition, usual class: inhibitors | 12% of 420,000 active | chicken DT40 Tdp1-/-;hTDP1 cells + 20 nM CPT, ATP luminescence, 48 h; note: nearly all actives have a fitted effect of over 55% in size
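Chicken DT40 Tdp1-/- cells stably complemented with human TDP1 were seeded at 400 cells/well in medium containing 20 nM camptothecin, exposed to pin-transferred compounds, and grown at 37 °C for at least 48 hr. Viability was read as ATP luminescence.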
Active calls of the source: *; u = inconclusive; x = not tested or not shown; & = joins results of further samples; [ ] = another dose, or the depositor's remark. Calls come from the whole dose curve; as a rule, active = well fitted curve in the direction sought with a large enough effect; inconclusive = small, poorly fitted or top-dose-only effect, or another doubt; inactive = no such curve, though single readings can be large; an effect the other way counts as inactive or inconclusive. % is set by controls: 0 for no effect and ±100 for the full control effect; potency is the fitted concentration of half-maximal effect. These rows are one share of the data; rates above refer to the full screens.

smiles,TDP1 block,TDP1 cell noCPT,TDP1 cell CPT
Cc1cc(C)cc(-n2c(SCC(=O)NCc3ccc(F)cc3)nc3c([nH]c4ccccc43)c2=O)c1,-1%,16µM*,u
Cc1ccc(S(=O)(=O)N2CCCC(C(=O)N3CCC4(CC3)OCCO4)C2)cc1 (configuration not stated),-8%,u,u
CNC(=O)N(C)c1nnc(C(C)(C)C)s1,0%,0%&-3%,13%&1%
N#CC1c2ccccc2-n2nncc2CN1S(=O)(=O)c1cc(Cl)cc(Cl)c1 (configuration not stated),x,0%,-13%
COc1cccc(CN2CCC(n3nccc3NC(=O)CCOc3ccccc3)CC2)c1O,x,-21%,u
CC1CN(CC(=O)c2ccccc2Cl)CC(C)O1 (configuration not stated),x,u,u
COc1cc(CN=Cc2c(O)n(C(C)(C)C)c(=O)[nH]c2=O)cc(OC)c1,1%,u,10%
O=C(CN1CCOCC1)c1ccc2cc[nH]c2c1,-3%,-3%,-10%
CCN(CC)S(=O)(=O)N1CCC(C(=O)N2CCC3(CC2)OCCO3)CC1,-2%,-27%,-11%
CCOC(=O)[C@@]1(C#N)[C@@H]2C=CC(C(N)=O)=CN2[C@@H](C(N)=O)[C@@H]1c1cccc(Cl)c1,10%,-26%,-27%
Cc1ccc(C)c(NC2=NCCCS2)c1,1%,u,-1%
COC(=O)C1=C(c2ccc(Cl)c(C(F)(F)F)c2)C[C@@H]2CC[C@H]1N2C(=O)NCc1ccco1,2%,21µM*,u
COC(=O)C1=C(c2ccc(F)cc2F)C[C@@H]2CC[C@H]1N2C(=O)NC(C)C,0%,-21%,0%
CSc1ccc(CNC2CN3CCC2CC3)cc1 (configuration not stated),8%,3%,-14%
CCOc1ccc(CN2C(=O)c3ccccc3Sc3ccc(C(=O)N4CCC5(CC4)OCCO5)cc32)cc1,0%,u,18µM*
COc1cc(C(=O)OC2C[C@H]3CC[C@@H](C2)N3)ccc1O (some centres not stated),x,-21%,-5%
CCOc1ccc(C(=O)Nc2cccc(C(=O)OCc3cc(=O)n4nc(C5CC5)sc4n3)c2)cc1,1%,u,u
CCN(CC)C(=O)c1ccc(NC(=O)Cn2nc(C)c3ccccc3c2=O)cc1,-4%,-8%,-24%
CC(C)(C)n1cccc1/C=C1\C(=O)NC(=O)N(c2ccccc2)C1=O,-1%,-4%,2%
Cn1cccc1-c1cccnc1,26%,-2%,-8%
CCc1cc2c(=O)n(C(C)C(=O)OC3CCCCC3)cnc2s1 (configuration not stated),2%,u,u
COC(=O)C(c1ccccc1)N1CCCCCC1 (configuration not stated),-4%,0%,-14%
COc1ccc(C(=O)NC(=S)N2C[C@H]3C[C@H](C2)c2cccc(=O)n2C3)cc1OC,x,0%,-3%
COc1ccc2sc(-c3ccccc3OC)c(-c3ccc(OCCN4CCOCC4)cc3)c2c1,5%[56.1 µM],u,u
CCC1(c2ccc(C)cc2)C(=O)NC(=S)NC1=O,x,2%,6%
CC12CCCCC1=[N+]([O-])CN2O (configuration not stated),-6%,15%,1%
CC(=O)c1c(O)c(C)c(O)c(Cc2c(O)c3c(c(C(=O)/C=C\c4ccccc4)c2O)OC(C)(C)C=C3)c1O,22%[56.1 µM],13µM*,13µM*
COC(=O)C1=C(c2cccc(OCc3ccccc3)c2)C[C@@H]2CC[C@H]1N2C(=O)NCc1ccc([N+](=O)[O-])cc1,-1%,23µM*,18µM*
N#Cc1ccccc1Cn1cc(C(=O)c2ccco2)c2ccccc21,3%,u,-29%
CCC(CC)C1C(C#N)=C(N)Oc2c1c(=O)oc1ccccc21 (configuration not stated),4%,u,u
CCOC(=O)C1(CCc2ccccc2)CCN(CC(O)CO)CC1 (configuration not stated),x,-23%,-10%
CC(O)(CS(=O)(=O)c1ccccc1)C(=O)Nc1cccc(C(F)(F)F)c1 (configuration not stated),2%,2%,-14%
CC(C)(Cc1c[nH]c2ccc(Cl)cc12)NCCOc1ccccc1OCC1CC1,12%&13%,5.2µM*,6.5µM*
Nc1c(C(=O)OC2CCCCC2)c2nc3ccccc3nc2n1CC1CCCO1 (configuration not stated),-4%,16µM*,u
O=C(Oc1ccccc1)N1CCC[C@@]2(CCN(C(c3ccccc3)c3ccccc3)C2)C1,x,-23%,-8%
O=C1NC(=O)N(Cc2ccco2)C(=O)/C1=C/c1cccn1CCOc1ccccc1Cl,0%,-7%,-22%
O=C1NC(=O)C(=Cc2cc(Cl)ccc2OCc2ccc(C(=O)O)cc2)C(=O)N1,x,-2%,0%
C(#CCN1CCCC1)CN1CCCC1,2%,-4%,17%
COc1ccc(CN2CCN(C(=O)Cc3ccccc3)CC2)c(OC)c1,x,-4%,1%
CCCOP(=O)(OCCC)C(NC(=O)c1ccccc1)=C(Cl)Cl,2%,7%,9%
COC(=O)N(C)c1ccc(C(O)(C(=O)OC)C(F)(F)F)cc1 (configuration not stated),3%,5%,4%
c1ccc(N2CCN(c3ncnc4c3nc3n4CCCC3)CC2)cc1,1%,u,u
CC(=O)N(C1=NCCCS1)c1ccccc1F,7%,-3%,-5%
CN1CCN(c2ccc([N+](=O)[O-])cc2Cl)CC1,-7%,u,-8%
CCCC(=O)OC(C(Cl)(Cl)Cl)P(=O)(OC)OC (configuration not stated),0%,u,u
COc1ccc(CCNCc2sccc2C)cc1,x,-5%,u
C[C@@H]1CN([C@H](C)CO)C(=O)c2c(c3ccccc3n2C)-c2ccccc2CO[C@H]1CN(C)C(=O)c1cc(Cl)cc(Cl)c1,x,u,-24%
Cc1ccc(-n2c(/C=C/c3cccc4ccccc34)nc3ccccc3c2=O)cc1,8%,21µM*,u
Cc1ccc(Cn2nc(C(=O)Nc3ccc(Br)cc3)cc2C)cc1,x,12µM*,u
Cc1c(C(=O)NCCC2=CCCCC2)oc2ccc(S(=O)(=O)N3CCC4(CC3)OCCO4)cc12,2%,23µM*,18µM*

Five entries picked at random from the list so far:
smiles,TDP1 block,TDP1 cell noCPT,TDP1 cell CPT
O=C1NC(=O)C(=Cc2cc(Cl)ccc2OCc2ccc(C(=O)O)cc2)C(=O)N1,x,-2%,0%
CN1CCN(c2ccc([N+](=O)[O-])cc2Cl)CC1,-7%,u,-8%
COC(=O)N(C)c1ccc(C(O)(C(=O)OC)C(F)(F)F)cc1 (configuration not stated),3%,5%,4%
COC(=O)C1=C(c2cccc(OCc3ccccc3)c2)C[C@@H]2CC[C@H]1N2C(=O)NCc1ccc([N+](=O)[O-])cc1,-1%,23µM*,18µM*
Cc1c(C(=O)NCCC2=CCCCC2)oc2ccc(S(=O)(=O)N3CCC4(CC3)OCCO4)cc12,2%,23µM*,18µM*

Arranged by SMILES length (smallest number first): 4 of the compounds above
smiles,TDP1 block,TDP1 cell noCPT,TDP1 cell CPT
CC12CCCCC1=[N+]([O-])CN2O (configuration not stated),-6%,15%,1%
CNC(=O)N(C)c1nnc(C(C)(C)C)s1,0%,0%&-3%,13%&1%
CCC1(c2ccc(C)cc2)C(=O)NC(=S)NC1=O,x,2%,6%
Cc1ccc(-n2c(/C=C/c3cccc4ccccc34)nc3ccccc3c2=O)cc1,8%,21µM*,u

(further entries)
smiles,TDP1 block,TDP1 cell noCPT,TDP1 cell CPT
CCCC(C)C1(CC)C(=O)NC(=Nc2ccc(F)cc2)NC1=O (configuration not stated),7%,u,u
COC(=O)c1cccc(NC(=O)c2ccc(S(=O)(=O)N(C)c3ccccc3OC)cc2)c1,x,12µM*,16µM*
CCc1ccc2nc(N3CCC(C(=O)N4CCC5(CC4)OCCO5)CC3)sc2c1,6%,16µM*,12µM*
NC(=O)c1cn(C2CCCCC2)c2ccccc2c1=O,x,-8%,u
CC(C)OCCCNC(=O)c1c(N)n(Cc2cccs2)c2nc3ccccc3nc12,-9%,18µM*,u
O=S(=O)(c1ccc(F)cc1)N1CCCCC1c1cccnc1 (configuration not stated),-3%,-29%,u
COc1ccc2c3c1O[C@H]1C(=O)CC[C@H]4[C@@H](C2)N(C)CC[C@]314,2%&5%,u,21%&-7%
CCOP(=O)(C(NC(=O)c1ccccc1Cl)=C(Cl)Cl)c1ccccc1 (configuration not stated),-1%,-20%,-6%
Cc1cc(C)cc(-n2c(=O)[nH]c3ccccc3c2=O)c1,6%,u,18µM*
COC(=O)C1=C(c2ccc(OCc3ccccc3)cc2)C[C@@H]2CC[C@H]1N2C(=O)NCc1ccc([N+](=O)[O-])cc1,2%,12µM*,21µM*
CCOC(=O)C1CCN(/C=C2/C(=O)NC(=S)N(c3cccc(OC)c3)C2=O)CC1,1%,0%,-3%
CCN1CCN(c2cc(N3CCCC3)c(F)cc2[N+](=O)[O-])CC1,-8%,16µM*,u
CCOc1cc(CN2CCN(C(=O)Cc3ccccc3)CC2)ccc1OC,x,u,-25%
O=C1/C(=C\c2ccc(Cl)cc2Cl)N2CCC1CC2,3%,u,12%
COc1cccc(-n2c(/C=C/c3cccc(C)c3)nc3ccccc3c2=O)c1,-5%[12.3 µM],23µM*,u
CCOc1ccccc1-n1c(O)c(C=NCCCN(CC)CC)c(=O)[nH]c1=O,-2%,11%,17%
COc1ccc2c(c1O)-c1c(OC)c(OC)cc3c1[C@H](C2)N(C)CC3,15%&2%[56.1 µM],-3%&-10%,-3%&8%
Cn1c(C(=O)N2CCN(c3nc4ccccc4s3)CC2)cc2sccc21,2%,u,23µM*
O=c1[nH]c2ccccc2c(=O)n1-c1ccc(Cl)c(Cl)c1,3%[2.28 µM],-14%,u
COC(=O)/C(C)=C\CC12OC(C)(C)C3CC(C=C4C(=O)c5c(OC)c6c(c(CC=C(C)C)c5OC431)OC(C)(CCC=C(C)C)C=C6)C2=O (configuration not stated),20%[56.1 µM],3.7µM*,4.6µM*
O=C(CCl)c1ccc(Oc2ccc(C(=O)CCl)cc2)cc1,14%,u,u
CCCCn1c(=O)c(C=Nc2cccnc2Cl)c(O)n(CCCCl)c1=O,-8%,-16%,-7%
CC(Cc1ccccc1Sc1ccc(O)cc1)N(C)C (configuration not stated),7%,21µM*,u
CCCCCCCCOC(=O)c1ccccc1C(=O)OCCCCCCCC,2%&-7%,0%,-7%
C[N@+]12CCCC[C@@H]1CCC(=C(c1cccs1)c1cccs1)C2,x,19µM*,27µM*
CCCCCCC(=O)O[C@H]1CC[C@H]2[C@@H]3CCc4cc(O)ccc4[C@H]3CC[C@]12C,x,u,u
C#C[C@]1(O)CC[C@H]2[C@@H]3CCC4=C/C(=N/O)CC[C@@H]4[C@H]3CC[C@@]21CC,x,21µM*,u
Cc1ccccc1-c1nn2c(=O)cc(CN3CCN(C(=O)COc4ccccc4Cl)CC3)nc2s1,3%,8.2µM*,18µM*
O=C(C(=O)N1CCOCC1)c1cn(CCCOc2ccccc2)c2ccccc12,0%,u,-23%
Clc1cccc(Cl)c1NC1=NCCS1,x,u,u
Oc1ccc2c3c1O[C@H]1c4c(c5ccccc5n4Cc4ccccc4)C[C@]4(O)[C@H](C2)N(CC2CC2)CC[C@@]314,20%[56.1 µM],13µM*,12µM*
O=c1c2ccccc2nc(-c2ccco2)n1-c1ccc(Br)cc1,x,16µM*,12µM*
Cc1ccc2nsnc2c1-n1c(C)nc2ccccc2c1=O,2%,-30%,u
Cc1nc2cc(C(F)(F)F)ccc2n1C1CCN(Cc2nnnn2Cc2ccc3c(c2)OCO3)CC1,-11%,16µM*,29µM*
CCc1cc(=O)oc2c(C)c(OCC(=O)N3C[C@H]4C[C@@H](C3)c3cccc(=O)n3C4)ccc12,x,-1%,8%
CCOc1ccccc1CN(CCc1ccc2c(c1)OCO2)Cc1ccc(CC)cc1,x,u,u
O=C(CN1C(=O)COc2ccccc21)N1CCC2(CC1)OCCO2,3%,2%,2%
COc1cc2[nH]c(=O)n(-c3ccc(C)cc3)c(=O)c2cc1OC,5%&5%,-1%&-10%,-14%&0%
COc1ccccc1NC(=O)N(Cc1ccco1)C1CCN(C(C)=O)CC1,0%,u,-25%
COC(=O)C1=C(c2ccc3ccccc3c2)C[C@@H]2CC[C@H]1N2C(=O)NCCO,2%,u,u
